# OXTR potentiator – human OXTR potentiators, primary screen, fluorescence, CHO-OTR cells, Fluo-8 calcium; activation, % at 3 µM; AID 2445, 2010; Fluo-8 calcium fluorescence, potentiator mode; 0% = oxytocin EC15, 100% = EC100; 0.061% of 320,000 active; Oxytocin receptor (Homo sapiens), P30559;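 active = activation above that plate's cutoff, the mean activation of tested compounds plus 3 SD, cut at about 6.6% in these data, passing the limit was not always enough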;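 also: 100% uses oxytocin at 75 nM as the full agonist control; some results filed as inactive read as strong as hits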
#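 test system = CHO-OTR cells, human receptor | compound = single-point 3.0 µM | schedule = 6 min compound pre-incubation at room temperature, 100 s kinetic read | signal = Fluo-8 no-wash calcium dye fluorescence, excitation 470-495 nm, emission 515-575 nm | repeats = single well per compound, singlicate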
# CHO-K1 Ca antag – nonselective inhibitor or artifact in parental CHO-K1 cells. ATP-induced calcium, Fluo-8 fluorescence. inhibition, % at 3 µM. AID 602250. 0.6% of 360,000 active;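 active = inhibition above a per-plate cutoff, the plate's mean sample inhibition plus 3 SD, cut at about 24% in these data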;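 also: 0% = DMSO plus EC80 ATP and 100% = DMSO alone without ATP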
# TAAR1 agonist – human TAAR1 agonists, primary screen, Fluo-8 calcium fluorescence, CHO RD-HGA16 cells. Trace amine-associated receptor 1 (Homo sapiens), Q96RJ0. vehicle wells 0%, saturating PEA agonist 100%. activation, % at 3 µM. 0.99% of 360,000 active. AID 624467, 2012;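 active = activation above the mean activation of all test compounds in the run plus 3 SD, cut at about 38% in these data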
# Target sequence (Q96RJ0 whole entry, looked up): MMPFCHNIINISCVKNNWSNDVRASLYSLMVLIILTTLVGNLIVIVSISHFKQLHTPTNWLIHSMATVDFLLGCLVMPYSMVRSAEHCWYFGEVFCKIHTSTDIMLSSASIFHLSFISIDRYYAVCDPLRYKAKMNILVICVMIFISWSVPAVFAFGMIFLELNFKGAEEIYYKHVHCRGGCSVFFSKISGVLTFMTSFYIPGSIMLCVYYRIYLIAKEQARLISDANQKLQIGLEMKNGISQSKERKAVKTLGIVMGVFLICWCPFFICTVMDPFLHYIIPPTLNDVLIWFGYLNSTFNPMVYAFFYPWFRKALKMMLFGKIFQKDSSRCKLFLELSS
#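 Signal – calcium-sensitive Fluo-8 signal, excitation 470-495, emission 515-575 nm · System – RD-HGA16 (CHO) cells co-expressing Gα16 and hTAAR1 · Incubation – 17-24 h seeding, 75 min 37 °C dye, 30 min RT · Compound dosing – 3 µM single concentration · Repeats – no replicates (n 1)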
# M1 PAM parental – nonselective calcium activators in parental CHO-K1 cells, primary screen, counter-screen for M1 PAM project, cell-based, Fluo-8 calcium fluorescence, full deck, 1536-well; activation, % at 3 µM; AID 602247, 2012; ATP EC20; 0% at ATP EC20, 100% at ATP max; 0.02% of 360,000 active;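 active = activation above the run cutoff, the mean activation of all test compounds plus 3 SD, cut at about 40% in these data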;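 also: peak over basal fluorescence ratio in a 140 s read after ATP addition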
# TAAR1 antag – human TAAR1 antagonists, primary screen, Fluo-8 calcium fluorescence, CHO RD-HGA16 cells. Trace amine-associated receptor 1 (Homo sapiens), Q96RJ0. antagonist. inhibition, % at 3 µM. 1.5% of 360,000 active. AID 624466, 2012;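 active = inhibition above a per-plate cutoff, the mean inhibition of test compounds on that plate plus 3 SD, cut at about 49% in these data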;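 also: 0% = DMSO plus EC80 beta-PEA response and 100% = DMSO alone without agonist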
#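 System: CHO RD-HGA16 cells bearing hTAAR1. Reagent: EC80 β-phenethylamine stimulus. Schedule: seeding 17-24 h prior, 75-min 37 °C, 30-min RT dye loading. Signal: Fluo-8 intracellular calcium dye fluorescence, real-time kinetic reads. Read-out: % inhibition from peak post-agonist over basal fluorescence ratio. Benchmarks: vehicle wells and EC80 agonist wells. Replicates: n of 1.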
# CHO parental Ca – ATP-evoked calcium signal inhibitors, parental CHO, primary screen, counter-screen for OX1R antagonist project, cell-based, fluorescence, Fluo-8 calcium dye | parental CHO-K1, ATP-induced calcium, Fluo-8 fluorescence | inhibition, % at 5.6 µM | 0.63% of 330,000 active | AID 463079, 2010;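 active = inhibition above that plate's mean sample inhibition plus 3 SD, cut at about 26% in these data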;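 also: 0% = ATP-challenged DMSO wells and 100% = DMSO wells without ATP; some compounds past the cut are filed as inactive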
#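 Assay system – parental CHO cells · Reagent – ATP stimulus · Detection – intracellular calcium via Fluo-8 no-wash fluorescent dye · Evaluation – percent inhibition of ATP-evoked calcium rise, normalized to controls · Controls – ATP wells versus no-ATP DMSO wells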
# CHO-K1 Ca ag – counter-screen for M1 agonists: effect in parental CHO-K1 cells. Fluo-8 calcium fluorescence; scaled to maximal ATP response, vehicle zero. activation, % at 3 µM. 0.48% of 360,000 active. AID 602248, 2012; in the data active = activation above about 15%;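 also: untransfected CHO-K1 host cells lacking M1 receptor as counterscreen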
# M1 ag – human M1 muscarinic receptor agonists, primary screen, Fluo-8 calcium fluorescence, CHO-K1 cells, HTS. 0.33% of 360,000 active. CHO-K1 hM1, agonist mode; 0% DMSO, 100% acetylcholine EC100. activation, % at 3 µM. Muscarinic acetylcholine receptor M1 (Homo sapiens), P11229;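 active = activation above the run's mean compound activation plus 3 SD, cut at about 16% in these data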;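 also: peak over basal fluorescence ratio within a 140 s kinetic read after compound addition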
# Target sequence (P11229 whole entry, looked up): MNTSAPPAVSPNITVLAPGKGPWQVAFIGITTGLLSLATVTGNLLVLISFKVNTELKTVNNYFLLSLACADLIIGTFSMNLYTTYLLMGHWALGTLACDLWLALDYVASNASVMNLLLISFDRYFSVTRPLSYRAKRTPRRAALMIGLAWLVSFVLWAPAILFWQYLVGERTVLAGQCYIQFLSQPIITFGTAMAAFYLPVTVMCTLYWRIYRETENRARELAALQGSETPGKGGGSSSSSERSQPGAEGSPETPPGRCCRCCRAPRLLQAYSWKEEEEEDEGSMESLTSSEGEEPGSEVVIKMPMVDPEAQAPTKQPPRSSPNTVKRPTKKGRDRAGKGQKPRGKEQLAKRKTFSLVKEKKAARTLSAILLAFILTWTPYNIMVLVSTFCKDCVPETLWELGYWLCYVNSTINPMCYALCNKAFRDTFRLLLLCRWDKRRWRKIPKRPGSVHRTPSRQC
# M1 antag – human M1 muscarinic receptor antagonists, primary screen, CHO-K1 cells, Fluo-8 calcium fluorescence, 1536-well. Muscarinic acetylcholine receptor M1 (Homo sapiens), P11229. CHO-K1 hM1, ACh EC80 antagonist. inhibition, % at 3 µM. 1.3% of 360,000 active. AID 588852, 2011;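 active = percent inhibition above its own plate's cutoff, namely the mean of that plate's compound wells plus 3 SD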;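 also: peak over basal fluorescence ratio during 140 s after agonist addition; 0% = ACh EC80 plus DMSO and 100% = DMSO alone without agonist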
# The depositor's hits bear a star; . = no result given.
# Every second line gives: OXTR potentiator, CHO-K1 Ca antag, TAAR1 agonist, M1 PAM parental, TAAR1 antag, CHO parental Ca, CHO-K1 Ca ag, M1 ag, M1 antag
Cn1c(CNc2nc(-c3ccccc3)cs2)nnc1SCC(=O)c1ccccc1
  -11, -8, 7, 4, 0, -24, 1.1, -5, -13
O=C(Nc1ccncc1)c1cccc(S(=O)(=O)N2CCCC2)c1
  -13, -9, 1, 2, -4, -10, 5.8, -1, 5
CCn1c(SC)nnc1C1CCN(S(=O)(=O)c2ccc(OC)cc2)CC1
  -16, 1, 11, 11, -15, 7, 1.7, -6, -2
Cn1c(COc2ccccc2)nnc1SCC(=O)Nc1ccc(S(N)(=O)=O)cc1
  -4, -10, 0, 0, 22, -1, 0.3, -4, -1
CCOc1cc(Cl)c(NC(=O)CC)cc1OCC
  -2, -5, 1, 0, 2, 3, 0.1, -2, -4
O=C(CNc1ccc(Br)cc1)Nc1cccc(S(=O)(=O)N2CCCC2)c1
  -11, -4, 12, -3, 22, -12, 1.5, -2, 7
CCC(=O)N(CCc1ccccc1)Cc1cc2cc(OC)ccc2[nH]c1=O
  -3, -10, 0, 14, -15, -22, 0.7, 3, -7
O=C1Cc2ccccc2C(=O)N1c1ccccc1
  -10, -16, 4, -25, -13, -10, -0.5, -3, 0
Cc1ccc(-c2noc(-c3ccccc3F)n2)cc1
  -7, -11, 8, 8, -8, -3, 0.4, -6, -5
CC(=O)Nc1cc(-c2ccc(N(C)C)cc2)cn2c(-c3ccc(F)cc3)cnc12
  ., 23, 12, -1, 25, ., 1.6, 1, 5
CC1(C)CC(NC(=O)c2cccc(Cl)c2)CC(C)(C)N1
  -12, 2, 2, -17, 2, 0, -0.2, -3, -5
CC(C)C(=O)Nc1nnc(-c2ccco2)s1
  -10, -7, 9, -5, -50, -5, 0.3, 0, -18
O=C(Nc1cnc2sccn2c1=O)c1ccc(Cl)cc1Cl
  1, -28, 0, 11, 15, -5, 0.1, -1, -19
O=C(Nc1ccccc1)c1c(F)cccc1F
  -2, -2, 2, -10, 10, 8, 0.1, -2, 7
Cc1cccc(N2C(=O)CN(Cc3ccccc3)C2=S)c1
  -12, -14, 6, -14, -5, -3, -0.5, -3, 8
Cc1cccc(N2N=C(C(=O)N3Cc4ccccc4CC3C(N)=O)CCC2=O)c1 (stereo not drawn)
  -2, -19, 3, 13, -5, -9, 0.7, -4, 3
CCNS(=O)(=O)c1ccc(Br)c(OC)c1
  0, 2, 5, 23, -8, -3, 4.9, -4, -5
Cc1cc(NC(=O)Nc2cccc(Cl)c2)n(-c2ccccc2)n1
  -11, -5, 7, 16, -2, -28, 3.5, 1, -11
CC(=O)NCCC(=O)Nc1cc(S(=O)(=O)N2CCCCC2)ccc1N1CCN(C)CC1
  -2, 2, 1, 10, -5, -3, 0.8, -8, 22
CCOC(=O)CNC(=O)CSc1nc(-c2ccc(OC)cc2)ns1
  -2, -17, -1, 11, -3, 12, 1.1, -8, -4
COc1ccc(Br)cc1/C=N/NC(=O)c1cc(OC)c(OC)c(OC)c1
  -7, -9, 6, 26, 14, -10, 2.8, 5, -2
CC(C)C(=O)NC(NCC1CCCO1)C(Cl)(Cl)Cl (stereo not drawn)
  1, -8, 10, 12, -1, -3, -0.3, -2, -7
Cc1scc(C(=O)N/N=C/c2ccc([N+](=O)[O-])o2)c1C
  -5, -2, 1, 7, -19, -5, 0.9, -2, -7
COc1ccc(CCN(CC(=O)NC2CCCC2)C(=O)Cn2nnc(-c3ccc(C)o3)n2)cc1OC
  0, -1, 0, 11, -10, -22, 0.6, -10, -11
Cc1ccc(C(=O)CSc2ccccn2)cc1
  -6, -6, 6, 16, -16, -16, -0.3, -4, -7
CCCNC(=O)Cn1cnc([N+](=O)[O-])n1
  -6, -10, 3, 23, -8, -3, 1.8, -6, -9
Nc1ccn([C@@H]2O[C@H](CNCc3cnc(N4CCOCC4)s3)[C@@H](O)[C@H]2O)c(=O)n1
  ., -2, 0, -1, -7, ., 0.2, -3, 3
O=C(COC(=O)c1cnccn1)NCc1ccc(Cl)cc1
  -19, -5, -1, 10, 6, 2, 1.2, -5, -8
CN(CC(=O)Nc1ccccc1Br)C(=O)c1n[nH]c2ccccc12
  ., -5, 5, 0, 4, ., 1.9, 4, -27
O=C(CCCCCCN1C(=O)c2ccccc2C1=O)N1CCC(c2ccccc2)C1 (stereo not drawn)
  -12, 3, 15, 0, 43, 4, 1.1, -1, -19
CN(Cc1ccccc1)c1ncnc2c1cnn2-c1ccccc1
  -7, -12, ., -15, ., -10, 2.0, -4, 3
CCOC(=O)Cc1nnc(NC(=O)CC)s1
  -4, 6, 10, -7, 13, 10, 0.0, -4, -8
Cc1cc(C(=O)COC(=O)c2cccc(S(=O)(=O)N(C)C)c2)c(C)n1CC1CCCO1 (stereo not drawn)
  ., -7, 3, -2, 13, ., 6.4, -1, -1
CCN1CCN(c2ccc(S(=O)(=O)N3CCOCC3)cc2NC(=O)C(C)Oc2ccc(F)cc2)CC1 (stereo not drawn)
  -11, -5, 4, -3, -24, -17, 2.8, -5, 13
CCOC(CCNC(=O)CCC(=O)Nc1ccc2nc(N3CCN(C)CC3)cc(C)c2c1)OCC
  1, -9, -1, 17, -17, -4, 0.4, -4, 1
COc1ccc(OC)c(NC(=O)c2nc3ccccc3s2)c1
  -5, 3, 4, 0, 15, -8, -0.1, -5, 14
CCOC(=O)c1cccc(NC(=O)c2c(NCc3ccccc3)[nH]c(=O)[nH]c2=O)c1
  -11, -4, 0, -1, 5, -4, 0.5, -5, 8
CCCC[C@@H]1CNC(=O)C(=O)N1CC1CCCCC1
  ., -3, 1, 3, 0, ., 0.4, ., .
O=C(NC(=S)NC1CCS(=O)(=O)C1)c1ccccc1F (stereo not drawn)
  -5, 6, 1, 16, -14, -8, 0.0, -1, -4
CC(C)(C)NC(=O)CCN(/N=C/c1ccccc1O)C1=NS(=O)(=O)c2ccccc21
  -4, 11, 19, -7, 59*, -20, 7.4, -4, 17
CCN(CC)S(=O)(=O)c1cccc(C(=O)Nc2cccc(C)c2)c1
  -4, -4, 3, 5, 6, -6, 1.0, -4, -6
CC(=O)NC(CC(=O)OCC(=O)c1cc(C)ccc1C)c1ccccc1 (stereo not drawn)
  -5, -6, 4, 13, -1, -16, 0.6, -2, -4
COc1ccc2nc(NC(=O)CNS(=O)(=O)c3cccs3)sc2c1
  -3, -18, 1, 12, 13, -17, 1.6, 0, -2
O=C(N/N=C/c1ccco1)c1cccc(N2Cc3ccccc3C2)c1
  -7, -5, 0, -9, -2, -9, 0.3, -1, -13
O=C(NC1CCCC1)C1CCC(CNS(=O)(=O)c2ccc(F)cc2)CC1 (stereo not drawn)
  -6, -3, 8, 11, 35, -5, 0.6, -2, -5
COCCn1c(COC)nc2ccccc21
  -10, -2, 12, -4, 2, 4, -0.3, -2, -19
CC(C)N1CCC1(C)C(=O)Nc1ccc2scnc2c1 (stereo not drawn)
  ., 9, 1, -9, -14, ., 0.4, -7, 2
CC(=O)c1ccc(S(=O)(=O)N(Cc2cc3cc4c(cc3[nH]c2=O)OCCO4)CC2CCCO2)cc1 (stereo not drawn)
  -5, -11, 8, 16, 21, -4, 1.3, -5, -7
Cc1ccc(S(=O)(=O)N2CCN(C(=O)COC(=O)CNC(=O)c3ccc(C(C)(C)C)cc3)CC2)c(C)c1
  -7, 3, 14, 9, 17, -3, 1.0, -3, 10
O=C(O)/C=C\C(=O)Nc1ccc(OCc2ccccc2)cc1
  -4, -17, 5, 18, 4, 3, 1.7, -13, -5
COc1ccc(/C(C)=N/Nc2nc(C)c(C(C)=O)s2)cc1
  -14, -3, -3, 10, 7, -11, -0.5, -5, -10
CCOCCOCCC(C(=O)O)P(=O)(c1ccccc1)c1ccccc1 (stereo not drawn)
  -8, -9, 0, 13, 7, -7, 0.3, -3, -14
CCOc1cccc(CN2CCCC(N3CCN(c4cccc(Cl)c4)CC3)C2)c1O (stereo not drawn)
  -14, 15, 3, -15, -47, -18, 3.8, -2, -1
Cc1cc(C)cc(Oc2nc3ccccn3c(=O)c2/C=C(\C#N)C(=O)NC2CCS(=O)(=O)C2)c1 (stereo not drawn)
  -7, -10, 3, 3, -15, -20, 1.3, -3, -9
CN(C(=O)C1CCN(c2ncnc3c2nc2n3CCCCC2)CC1)C1CCCCC1
  -3, -16, 1, 24, -13, -11, 3.0, -4, -10
CCOc1cc(C)c(C(C)C)cc1S(=O)(=O)N1CCN(C)CC1
  -1, -9, 0, 14, -10, -14, -0.4, -3, -14
COc1cccc(-c2cnc3c(NC(C)=O)cc(-c4ccc(S(C)(=O)=O)cc4)cn23)c1
  ., -8, 2, 16, -32, ., 0.2, -8, 1
O=C(COC(=O)/C=C/c1ccc(F)cc1)NC(=O)NCc1ccccc1
  ., 3, 2, 5, -3, ., 0.0, -2, 1
CC(=O)C1=C(C)Nc2ncnn2C1c1ccccc1Cl (stereo not drawn)
  -1, -21, 12, 16, 4, -3, 0.1, -3, -27
O=C(O)c1cc(-c2ccc3ccccc3c2)nc2ccc(F)cc12
  0, -21, -3, 14, 0, -12, 0.6, -4, -15

# Additional structures
# Every second line gives: OXTR potentiator, CHO-K1 Ca antag, TAAR1 agonist, M1 PAM parental, TAAR1 antag, CHO parental Ca, CHO-K1 Ca ag, M1 ag, M1 antag
O=C(CN1CCN(C(=O)c2ccco2)CC1)Nc1ccccc1-c1ccccc1
  -8, -5, 4, -8, 5, -17, 0.6, -1, 3
O=C1c2ccccc2C2=Nc3ccccc3SC(c3cccc(F)c3)C12 (stereo not drawn)
  -10, -5, 11, 14, 26, -40, 2.9, -8, 10
c1ccc2c(c1)oc1c(Nc3ccc(CN4CCOCC4)cc3)ncnc12
  -17, 1, 5, 4, 31, -11, 1.7, -2, 0
O=C(OC(C(=O)NCc1ccco1)c1ccc(Cl)cc1)c1cccs1 (stereo not drawn)
  -9, -9, -1, 2, -8, -20, 1.3, -5, 6
S=C(NCCc1ccccn1)NC1CCCCC1
  -5, -7, 8, 14, -9, -4, 0.2, -6, -8
O=C(Nc1ccc(N2CCN(C(=O)c3cccs3)CC2)cc1)c1ccco1
  -5, -6, 2, -13, -9, -10, 2.2, -1, 0

# Outcome played no part in choosing rows; overall some 4.2% were active at least once.
